# Bioassay records (PubChem)
# Vif-APOBEC3G blk: blocks the Vif interaction with human APOBEC3G; Q9HC16; HeLa A3G-eYFP + Vif (tagged APOBEC3G with the HIV-1 protein that degrades it), YFP fluorescence, overnight; Potency, µM (highest dose often 46.1 µM), for the others: top-dose activity, negative = active, most hits filed as inhibitors; actives 0.076% (n = 410,000); AID 602310;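 also: potency is read from the fitted curve at half-maximal effect; % is scaled to controls: 0 for no effect and ±100 for the full control effect; nearly all actives have a fitted effect of over 60% in size; hits raise eYFP signal because A3G escapes Vif-driven loss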
#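 HeLa cells stably expressing Vif and C-terminally eYFP-tagged A3G, seeded overnight at 37 deg C, then exposed to compound by pintool overnight at 37 deg C. Rise in yellow fluorescence (Ex 488/Em 500-530, Acumen) marks blocked Vif-driven A3G degradation.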
# TrxR1 substrate: substrates of rat thioredoxin reductase 1; O89049; purified TrxR1 substrate turnover, NADPH consumption readout; Potency, µM (doses to about 114 µM), without a hit: at the highest dose activity change, negative = substrate turnover; actives 0.01% (n = 390,000); AID 588456; also: potency is read from the fitted curve at half-maximal effect; % is scaled to controls: 0 for no effect and ±100 for the full control effect; nearly all actives have a fitted effect of over 50% in size
# Target sequence (O89049 whole entry, looked up): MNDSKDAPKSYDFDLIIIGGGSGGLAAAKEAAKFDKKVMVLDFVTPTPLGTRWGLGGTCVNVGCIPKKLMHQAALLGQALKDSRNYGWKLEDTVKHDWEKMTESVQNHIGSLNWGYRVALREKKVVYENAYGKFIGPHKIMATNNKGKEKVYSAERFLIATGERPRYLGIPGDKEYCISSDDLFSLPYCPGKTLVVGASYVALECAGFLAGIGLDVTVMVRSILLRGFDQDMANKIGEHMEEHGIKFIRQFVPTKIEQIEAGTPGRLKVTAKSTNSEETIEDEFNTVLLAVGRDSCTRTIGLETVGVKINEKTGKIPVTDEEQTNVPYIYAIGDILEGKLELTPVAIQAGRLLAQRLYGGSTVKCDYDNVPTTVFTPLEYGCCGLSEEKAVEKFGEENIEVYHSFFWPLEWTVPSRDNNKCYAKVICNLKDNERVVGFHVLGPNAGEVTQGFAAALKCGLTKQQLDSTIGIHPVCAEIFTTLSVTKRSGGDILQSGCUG
#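 Rat TrxR1, dispensed at 90 nM, was prereduced with 400 uM NADPH (final) for 5 min at ~22 deg C, then incubated with compound 15 min before 400 uM selenite. A first-read NADPH fluorescence drop versus no-compound background flagged substrates.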
# PI4K2A inh: blocks human PI4K2A kinase activity; actives 0.13% (n = 420,000); AID 1346378; activity change, negative = inhibition, % at 76.9 µM; purified PI4K2A, ADP-Glo luminescence, 1 h; stronger effect = lower value; in the data active = activity change below about -50%; inconclusive = mostly about -30% to -49%;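 also: -100% = wells without enzyme as full effect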
#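 ADP-Glo luminescence measured ADP generated by PI4K2A enzyme (4 ug/mL before mixing) with 1.2 mM PI substrate (pre-mix) and 300 microM ATP (pre-mix). Tris pH7.5 buffer with MgCl2, Triton X-100; 1 h reaction at ambient temperature.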
# Glioma ERSR ind: inducers of ER stress response in human glioma cells; actives 0.02% (n = 420,000); AID 602332; Potency, µM, for inactives: top-dose activation, actives largely listed as activators; U87-MG GRP78 promoter luciferase reporter, 16 h; also: potency is read from the fitted curve at half-maximal effect; series mostly up to about 76 µM; % of control where 0% means no effect; nearly all actives have a fitted effect of over 35% in size
#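 Stably transfected U87-MG human glioma cells carrying a GRP78-based luminescent sensor were seeded at 1000 cells/well, pin-dosed with compounds and incubated 16 h. Luciferase reagent was then added, and end-point luminescence was read after 10 min at room temperature.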
# LDHA inh: blocks human lactate dehydrogenase A | AID 1347041 | actives 0.15% (n = 480,000) | P00338 | purified LDHA, NADH/diaphorase-resazurin fluorescence; stronger effect = lower value | activity change, % (values are at about 110 or 230 µM); in the data active = activity change below about -30%; inconclusive = mostly about -25% to -30%;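 also: plate controls were DMSO wells for no effect and wells without enzyme for full effect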
#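 LDH5 2 nM; NADH 0.06 mM, pyruvate 0.2 mM; 200 mM Tris pH 7.4, EDTA, Tween-20; 5 min RT. Detection: diaphorase 0.133 mg/mL + resazurin 37 µM, fluorescence ex540/em590 at 0 and 20 min; normalized to enzyme-free and DMSO wells.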
# USP1-UAF1 inh: USP1/UAF1 (human) deubiquitinase inhibition | Potency, µM (series often up to 57.1 µM), for inactives: at the highest dose activity change, negative = inhibition, usual class: inhibitors | actives 0.23% (n = 390,000) | AID 743255 | recombinant USP1/UAF1, Ub-Rhodamine cleavage fluorescence | O94782; also: potency is read from the fitted curve at half-maximal effect; % is scaled to controls: 0 for no effect and ±100 for the full control effect; nearly all actives have a fitted effect of over 60% in size; inactives centre near -12
#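 Step one: compound is pinned into 1nM USP1/UAF1 in HEPES pH 7.8 buffer with TCEP. Step two: 15 min room-temperature incubation. Step three: Ub-Rho (150nM final) starts cleavage, tracked by fluorescence over six one-minute reads.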
# mIDH1 inhibitor: blocks human mutant IDH1 R132H enzyme. Potency, µM (top dose mostly 76.6 µM), inactives show top-dose activity change, negative = inhibition, actives largely listed as inhibitors. actives 0.093% (n = 390,000). IDH1-R132H enzyme, NADPH consumption, diaphorase/resazurin fluorescence; also: potency is read from the fitted curve at half-maximal effect; % is scaled to controls: 0 for no effect and ±100 for the full control effect; nearly all actives have a fitted effect of over 65% in size
# Target sequence (O75874 whole entry R132H, stated change not applied): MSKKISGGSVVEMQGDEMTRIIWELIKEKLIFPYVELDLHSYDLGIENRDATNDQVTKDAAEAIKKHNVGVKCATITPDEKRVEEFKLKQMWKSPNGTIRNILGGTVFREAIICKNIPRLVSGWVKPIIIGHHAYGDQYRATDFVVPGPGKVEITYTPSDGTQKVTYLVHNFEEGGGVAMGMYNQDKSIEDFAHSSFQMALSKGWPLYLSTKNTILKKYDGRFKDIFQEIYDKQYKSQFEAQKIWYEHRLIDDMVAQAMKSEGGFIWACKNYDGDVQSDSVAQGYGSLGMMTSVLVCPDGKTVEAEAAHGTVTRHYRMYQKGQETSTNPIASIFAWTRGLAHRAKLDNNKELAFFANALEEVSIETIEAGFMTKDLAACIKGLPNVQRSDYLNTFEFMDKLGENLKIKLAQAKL
#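 IDH1-R132H (0.5 ug/mL) preincubated 30 min with compound, then NADPH (0.016 mM) and alpha-KG (2 mM) added; 80 min at RT, pH 7.5. Remaining NADPH coupled via diaphorase/resazurin to fluorescence (540/590 nm); concentration-response curves normalized to no-enzyme control.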
# RXFP1 ag: activates the human relaxin receptor RXFP1; Q9HBX9; HEK293T-RXFP1 cAMP TR-FRET, 30 min; response scale: percent of porcine relaxin response, buffer zero; Potency, µM (top dose mostly 57.5 µM), for the others: at the top dose activation, hits mostly activators; actives 0.3% (n = 370,000); AID 2676; also: potency is read from the fitted curve at half-maximal effect; % is scaled to controls: 0 for no effect and ±100 for the full control effect; nearly all actives have a fitted effect of over 60% in size; many of its hits are not listed in these tables
#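 HEK293 cells stably expressing RXFP1, treated 30 min at 37C with compounds plus PDE4 inhibitor Ro 20174; cAMP measured by HTRF TR-FRET. Normalized to buffer and 29 nM porcine relaxin; EC50 by Hill fit.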
# Vif-A3F inh: blocks the Vif interaction with APOBEC3F | HeLa A3F-eYFP + Vif (tagged APOBEC3F with the HIV-1 protein that degrades it), YFP fluorescence increase | Potency, µM (titrated, usually from 46.1 µM), for the others: at the top dose activity, negative = active | actives 0.2% (n = 390,000); also: potency is read from the fitted curve at half-maximal effect; % of control where 0% means no effect; nearly all actives have a fitted effect of over 65% in size
#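 HeLa cells stably expressing A3F-eYFP plus Vif, plated and incubated overnight at 37 deg C, then exposed to compounds overnight at 37 deg C. Blocked degradation read as raised yellow fluorescence (Ex 488/Em 500-530).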
# * hit, by the source's call; ? = inconclusive; . = no result given; & = joins results of further samples; [ ] = dose if it differs, or a comment. Unless noted, calls follow the shape of the dose curve; as a rule, active = well fitted curve in the direction sought with a large enough effect; inconclusive = small, poorly fitted or top-dose-only effect, or another doubt; inactive = no such curve, though single readings can be large; an effect the other way counts as inactive or inconclusive. These rows are one share of the data, so the mix of outcomes need not match the whole.
SMILES,Vif-APOBEC3G blk,TrxR1 substrate,PI4K2A inh,Glioma ERSR ind,LDHA inh,USP1-UAF1 inh,mIDH1 inhibitor,RXFP1 ag,Vif-A3F inh
COc1ccc(-c2cn(-c3ccc(C)cc3)c(=O)n2CC(=O)Nc2cccc(F)c2)cc1,-8%,-5%,3,-1%,10,-14%,2%,1.2%,.
CC1(C(=O)NS(=O)(=O)c2ccc(Cl)cc2)CCN1C(=O)CC1CCCC1 (configuration not stated),-2%,.,-3,-3%,-1,.,.,.,.
CCOc1cc(NC(=S)NCCCN2CCOCC2)c(OCC)cc1NC(=O)C(C)C,0%,1%,1,-1%,-1,-17%,2%,0.1%,-11%
O=C1OCC2=C1C(c1ccccc1)CC(=O)N2c1cccc(F)c1 (configuration not stated),-4%,-3%[57.1 µM],5,-1%,0,-4%,4%,1.0%,-4%
CCOC(=O)CCNC(=O)N1CCCC(CNS(=O)(=O)c2cccs2)C1 (configuration not stated),-1%,-1%,-3,-2%,-17,-4%,-4%,0.5%,3%
O=C(CNC(=O)C12CC3CC(CC(C3)C1)C2)N/N=C\c1ccco1,1%,-7%,-2,-4%,-1,-8%,4%,0.3%,2%
NC(=O)c1cccc(-c2noc(-c3ccccc3F)n2)c1,1%,0%,2,-8%,0,.,.,2.3%&0.7%,5%
Cc1nc([N+](=O)[O-])nn1C12CC3CC(CC(Cl)(C3)C1)C2,1%,0%,0,-3%,1,-19%,7%,0.1%,1%
CC(C)c1ccc(N(CC(=O)NCC2CCCO2)C(=O)CCC(=O)Nc2nccs2)cc1 (configuration not stated),-4%,2%,-9,-4%,-1,-5%,-1%,0.0%,-13%
O=c1cc(N2CCc3ccccc32)[nH]c(=O)n1-c1ccccc1Cl,-4%,-8%,1,1%,-6,-5%,-2%,-1.0%,0%
Cc1cccc(C)c1NC(=O)CCN1C(=O)C2C3CCC(C3)C2C1=O (configuration not stated),0%,2%,1,-2%,-5,-20%,4%,0.1%,-3%
O=C(CN1C=NS(=O)(=O)c2ccccc21)Nc1ccc(F)cc1,3%,-2%[57.1 µM],-2,-4%,1,-3%,-4%,1.7%,0%
C[N+](C)(C)CCOC(N)=O,1%,-1%[57.1 µM],-4&0&0,-1%&-3%&-3%&-5%&-6%,-4,-17%,2%,1.9%,-3%
CCc1cccc(NC(=O)Cn2nc(C)c3sc4ccccc4c3c2=O)c1,-1%,12%,-1,-4%,-4,-2%,-4%,-3.9%,-2%
Cn1cccc1C(=O)NC(=O)COC(=O)c1ccc(S(C)(=O)=O)cc1,1%,-3%,-1,-1%,2,-6%,6%,.,-7%
COc1ccc2nc(Cl)c(C3CC(c4ccco4)=NN3C(=O)CCCC(=O)O)cc2c1 (configuration not stated),1%,4%,-4,1%,7,-9%,-1%,?,1%
O=C(Nc1ccc(O)c2c(=O)cc(-c3cccc(Cl)c3)oc12)c1ccccc1Cl,-8%,5%[57.1 µM],-3,-5%,-7,-21%,-7%,0.5%,7%
CC(=O)c1c(O)c(C)c(O)c2c1OC1=CC(=O)/C(=C(/C)N)C(=O)C12C (configuration not stated),-7%,.,1,-1%,-6,-18%,?,.,-7%
CC(=O)Nc1cccc(NC(=O)c2cccc(Cl)c2)c1,-1%,.,-3,0%,1,.,.,.,.
Cc1cc(Cl)c(S(N)(=O)=O)cc1OCC(N)=O,1%,5%,10,2%,-5,-17%,6%,0.9%,-1%

# Rewritten with bars between the fields: 3 of the compounds above
mol | Vif-APOBEC3G blk | TrxR1 substrate | PI4K2A inh | Glioma ERSR ind | LDHA inh | USP1-UAF1 inh | mIDH1 inhibitor | RXFP1 ag | Vif-A3F inh
C[N+](C)(C)CCOC(N)=O | 1% | -1%[57.1 µM] | -4&0&0 | -1%&-3%&-3%&-5%&-6% | -4 | -17% | 2% | 1.9% | -3%
COc1ccc(-c2cn(-c3ccc(C)cc3)c(=O)n2CC(=O)Nc2cccc(F)c2)cc1 | -8% | -5% | 3 | -1% | 10 | -14% | 2% | 1.2% | .
Cc1nc([N+](=O)[O-])nn1C12CC3CC(CC(Cl)(C3)C1)C2 | 1% | 0% | 0 | -3% | 1 | -19% | 7% | 0.1% | 1%

# New compounds follow
SMILES,Vif-APOBEC3G blk,TrxR1 substrate,PI4K2A inh,Glioma ERSR ind,LDHA inh,USP1-UAF1 inh,mIDH1 inhibitor,RXFP1 ag,Vif-A3F inh
CCOc1ccc(N2C(=O)c3cccnc3C2Nc2ccc(F)cc2)cc1 (configuration not stated),0%,8%[57.1 µM],2,1%,-4,-6%,-3%,-1.2%,-8%
Fc1ccc2c(c1)C(c1ccc(N3CCOCC3)cc1)=NNC(c1cccs1)=N2,-13%,-7%,1,0%,-1,-34%,-6%,0.9%,-4%
C=CCN(CC=C)Cc1cc(=O)oc2ccccc12,-2%,.,3,-5%,-3,.,.,.,.
Cc1ccc(S(=O)(=O)NCCCCCCNS(=O)(=O)c2ccc(C)cc2)cc1,5%,.,-5,-3%,-1,-21%,-6%,.,-1%
COc1cccc(CNC(=O)c2ccc(COc3ccccc3)cc2)c1,2%,-1%,1,0%,-12,-9%,8%,-1.7%,5%
C=CCN(Cc1nc(-c2cc(OC)c3c(c2)OCO3)oc1C)C1CCS(=O)(=O)C1 (configuration not stated),0%,4%,-8,-4%,-6,-17%,0%,1.3%,6%
Cc1cc(C)cc(NC(=O)CCCN2C(=O)C(c3ccccc3)Oc3cccnc32)c1 (configuration not stated),-5%,6%[57.1 µM],6,-3%,-4,-15%,-7%,1.0%,4%
CC(C)(C)c1ccc(C(=O)Nc2ccc(CC(=O)O)cc2)o1,-1%,10%[57.1 µM],-7,-13%,-5,-16%,3%,-0.7%,0%
Cn1c(NNC(=O)c2c(F)cccc2F)cc(=O)n(C)c1=O,2%,-2%,?,-1%,2,-17%,-8%,-2.3%,-8%
COc1ccc(-n2nc(C(=O)NCC(=O)NCc3ccc(F)cc3)c3ccccc3c2=O)cc1OC,-10%,-2%,-29,-7%,-20,?,-6%,?,7%
COc1ccc(Cn2nnnc2C(c2cc(OC)ccc2OC)N2CCC(C(N)=O)CC2)cc1 (configuration not stated),1%,7%[57.1 µM],-6,-6%,-2,-7%,3%,2.6%,3%
CC(=O)c1ccc(OCC(O)CN(C)CCOc2ccc(Br)cc2)cc1 (configuration not stated),6%,2%,3,2%,-6,-1%,7%,-2.0%,-9%
COc1ccc(NC(=O)CSc2oc(-c3cccs3)nc2S(=O)(=O)c2ccc(C)cc2)c(OC)c1,-7%,-6%,1,-3%,-2,?,6%,-2.9%,1%
CCOc1cc(N2CCOCC2)c(OCC)cc1NC(=O)COC(=O)c1ccc([N+](=O)[O-])o1,-1%,-11%,-3,-3%,9,?,12%,.,0%
CCOC(=O)c1cnc2c(C)c(Cl)ccc2c1Nc1ccc(C)cc1C,1%,10%,-4,-1%,2,?,18%,6.1%,0%
CNC(C)C#Cc1ccc2c(=O)c3ccccc3oc2c1 (configuration not stated),-11%,9%,2,1%,-19,-7%,-7%,.,-9%
COc1ccc(C[C@H](N)C(=O)N[C@H]2[C@@H](O)[C@H](n3cnc4c(N(C)C)ncnc43)O[C@@H]2CO)cc1,-2%,-5%,3,-4%,-11,-18%,-4%,-0.1%,0%
Cn1ccnc1SCC(=O)NCC(=O)Nc1ccc(F)c(F)c1F,1%,-9%,5,-4%,-1,-7%,1%,.,6%
Cc1ccc(C(=O)C(C)OC(=O)Cn2cnc3c2c(=O)n(C)c(=O)n3C)cc1 (configuration not stated),1%,-13%,3,-4%,-8,-10%,-3%,4.7%,8%
COc1ccc(OC)c(CCNC(=O)c2ccc3c(c2)N(Cc2ccccc2)CCS3)c1,-12%&-4%,49%&60%[activator],-1&-2,-5%&0%,0&4,-21%&-25%,0%&-3%,16%&18%,-2%&-3%
CCOc1ccccc1NC(=O)c1c(NC(=O)c2cccc(C)c2)sc2c1CCCC2,-12%,6%,0,-3%,-4,?,-16%,0.6%,-21%

# Entries of single compounds from above. Order of values: Vif-APOBEC3G blk | TrxR1 substrate | PI4K2A inh | Glioma ERSR ind | LDHA inh | USP1-UAF1 inh | mIDH1 inhibitor | RXFP1 ag | Vif-A3F inh
# `Cn1ccnc1SCC(=O)NCC(=O)Nc1ccc(F)c(F)c1F` as listed: 1% | -9% | 5 | -4% | -1 | -7% | 1% | . | 6%
# `COc1ccc(-n2nc(C(=O)NCC(=O)NCc3ccc(F)cc3)c3ccccc3c2=O)cc1OC` as listed: -10% | -2% | -29 | -7% | -20 | ? | -6% | ? | 7%
# `CC(C)(C)c1ccc(C(=O)Nc2ccc(CC(=O)O)cc2)o1` as listed: -1% | 10%[57.1 µM] | -7 | -13% | -5 | -16% | 3% | -0.7% | 0%
